aDG glyco up – increases alpha dystroglycan glycosylation | activation, % at 10 µM | Pro5-aDG cells, alpha-DG glycosylation AlphaScreen (IIH6); 0% Pro5, 100% B10-LARGE cell signal | 360,000 tested, 0.22% active | AID 624168;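 active = activation of at least 8% versus controls, or a plate z-score of at least 8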;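 note: Pro5 are CHO cells carrying HIG-tagged alpha-DG that lacks glycosylation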
Peg3 promoter – Peg3 promoter activity inhibition; 360,000 tested, 1.7% active; inhibition, % at 20 µM; HeLa PEG-Prom luciferase reporter, luminescence, overnight;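 active = inhibition of at least 50% at 20 µM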
KKLEB tox – reduces viability of KKLEB cystic fibrosis airway cells; KKLEB CF airway cells viability, ATPlite luminescence, overnight; hits give low values; cells stimulated with P. aeruginosa culture filtrate; activity change (cytotoxicity), % at 5 µM; 360,000 tested, 0.36% active;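 active = corrected activity change at or below -50% at 5 µM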
NR2E3 ag-1 – agonists of human NR2E3 nuclear receptor; 360,000 tested, 0.35% active; inhibition of corepressor binding, % at 3.98 µM; Q9Y5X4; CHO-S Gal4-NCOR/VP16-NR2E3 two-hybrid, luciferase; AID 602229;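 active = inhibition above the mean of all tested compounds plus 3 SD, cut at about 70% in these data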;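 note: 0% = DMSO with NR2E3 transfected cells and 100% = cells lacking NR2E3 construct; higher means lower luciferase signal from less NR2E3 corepressor binding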
Target sequence (Q9Y5X4 whole entry, looked up, the tested form may be a part): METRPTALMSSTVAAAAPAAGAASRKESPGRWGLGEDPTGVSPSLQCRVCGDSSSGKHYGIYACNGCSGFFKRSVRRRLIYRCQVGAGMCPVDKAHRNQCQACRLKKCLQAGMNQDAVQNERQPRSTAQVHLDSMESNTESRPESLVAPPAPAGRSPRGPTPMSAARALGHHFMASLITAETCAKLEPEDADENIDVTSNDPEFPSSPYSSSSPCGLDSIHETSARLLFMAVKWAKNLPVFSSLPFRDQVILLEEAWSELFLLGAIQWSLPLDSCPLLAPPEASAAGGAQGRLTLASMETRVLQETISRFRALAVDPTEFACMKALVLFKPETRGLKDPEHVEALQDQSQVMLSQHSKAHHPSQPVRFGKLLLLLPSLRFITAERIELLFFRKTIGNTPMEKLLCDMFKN
CF NFkB inh – cystic fibrosis NF-kB activation inhibition | inhibition, % at 5 µM | KKLEB NF-kB-GFP reporter, PAF-induced, GFP fluorescence overnight | 360,000 tested, 0.86% active;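 active = at least 50% inhibition at 5 µM, scaled per plate between neutral and stimulator controls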;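 note: PAF is a Pseudomonas aeruginosa culture filtrate used as stimulus; plate controls were PAF-stimulated DMSO wells for no effect and unstimulated DMSO wells for full effect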
NR2E3 ag-2 – agonists of human nuclear receptor NR2E3; Q9Y5X4; GST-NR2E3/biotin-RetCOR TR-FRET, 1536-well; inhibition of corepressor binding, % at 4.78 µM; 320,000 tested, 0.12% active; AID 2300;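 active = percent inhibition above the cutoff of mean plus 3 SD of all tested compounds, set per screening campaign, cut at about 20% in these data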;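 note: 0% = DMSO wells and 100% = biotin wells as full block of FRET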
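Test system – NR2E3–RetCOR corepressor complex · Quantity – NR2E3 fusion 1.35 nM · Buffer or medium – Tris pH 7.5 · Incubation – Compound–protein incubation for 5 h at 4 °C · Technique – TR-FRET, Eu(K)-anti-GST donor, streptavidin-D2 acceptor, ex 340, em 617/671 nm · Evaluation – percent inhibition of 671/617 nm emission ratio versus biotin and DMSO controls · Plate – 1536-well format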
iPSC survival up – enhancers of human iPSC single-cell survival. hiPSC single-cell survival, ATPlite luminescence; 100% = ROCK inhibitor wells, 0% = DMSO. 360,000 tested, 0.044% active. AID 602274. survival enhancement, % at 20 µM; in the data active = survival enhancement above about 18%;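 note: cells exposed to compounds for 16 hours before the ATP read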
MITF TRPM1 inh – inhibitors of MITF-driven TRPM1 promoter in melanoma cells; SK-MEL-5 TRPM1 promoter luciferase, 24 h; inhibition, % at 12.5 µM; AID 488899; 330,000 tested, 0.83% active;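 active = mean inhibition across replicates of 60% or more, whatever share of single replicates reaches that level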; note: values of inactives mirror those of a sister screen read the other way
HIF-2a block – blocks HIF-2a reporter activity. 786-0 RCC cells HIF-2a reporter, luciferase luminescence, overnight. AID 624352. inhibition, % at 18.8 µM. 360,000 tested, 0.72% active;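 active = inhibition of the luminescence signal of 40% or more relative to plate controls, in a single-dose primary screen at 18.75 µM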
Shn3 inh set2 – Schnurri-3 reporter inhibition in Clone20 osteoblasts. Clone20 osteoblast Shn3 3'UTR firefly luciferase, 24 h. inhibition, % at 12.5 µM. 360,000 tested, 0.52% active. AID 588674;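 active = mean inhibition of at least 75% with every replicate also reaching 75%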;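 note: 0% = median of neutral control wells and 100% = pilot-screen positive control compound; some compounds past the cut are filed as inactive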
TWEAK-Fn14 inh – blocks TWEAK-Fn14 interaction in a reporter cell assay; 360,000 tested, 2% active; TWEAK-stimulated Fn14 reporter cells, luciferase luminescence, 8 h; AID 1159606; inhibition, % at 10 µM; in the data active = inhibition above about 50%
Starred values were filed as active, the others as inactive; nt = not tested or not shown.

molecule	aDG glyco up	Peg3 promoter	KKLEB tox	NR2E3 ag-1	CF NFkB inh	NR2E3 ag-2	iPSC survival up	MITF TRPM1 inh	HIF-2a block	Shn3 inh set2	TWEAK-Fn14 inh
CSc1cccc(NC(=O)c2ccc(Cl)nc2)c1	0.5	-86	6	-1	4	-1	-1.7	7	-148	3	-11
O=C(Cn1cnc2c(NCc3ccccc3)ncnc21)NCCCc1ccccc1	0.0	14	-2	-16	15	nt	0.6	4	2	20	2
CS(=O)(=O)c1ccc(Nc2nc(C(N)Cc3ccc(C(F)(F)F)cc3)cs2)cc1 (stereo not given)	2.0	27	-17	14	38	nt	3.1	nt	7	22	9
CCNC(=O)O/N=C(\C)c1sc(-c2ccc(Cl)cc2)nc1C	0.9	-305	-3	-208	-15	-1	0.0	-33	-252	7	14
CCC(C)[C@H](NC(=O)OC(C)(C)C)C(=O)N/N=C/c1ccc2cc(OC)ccc2n1 (stereo not given in full)	0.0	-6	0	19	9	0	1.0	4	12	2	-6
Cc1ccc2nc(C)cc(N/N=C/c3cccc(O)c3)c2c1	0.0	-5	-1	4	11	0	-0.7	-20	-38	0	0
Cc1ccc(C)c(C(=O)CN2C(=O)c3ccccc3C2=O)c1	-0.1	11	-1	16	7	0	1.5	-1	-13	-6	-19
C/C(=N\NC(=O)CSc1nc2ccccc2o1)c1ccc(O)cc1	0.3	-170	12	-123	-28	-3	-0.5	-5	-81	-25	1
O=C(CCC1CCCN(C(=O)c2cccnc2)C1)NCc1ccccc1F (stereo not given)	-0.2	-17	-2	-4	20	1	0.3	2	-49	5	7
CC(=O)NCC1(O)CCCC(C)C1 (stereo not given)	0.1	8	8	5	8	2	-0.3	0	19	-5	9

Sorted by the number under HIF-2a block (high to low): 3 from the list above.
Compound	HIF-2a block
CC(=O)NCC1(O)CCCC(C)C1 (stereo not given)	19
O=C(Cn1cnc2c(NCc3ccccc3)ncnc21)NCCCc1ccccc1	2
Cc1ccc2nc(C)cc(N/N=C/c3cccc(O)c3)c2c1	-38

(more compounds)
molecule	aDG glyco up	Peg3 promoter	KKLEB tox	NR2E3 ag-1	CF NFkB inh	NR2E3 ag-2	iPSC survival up	MITF TRPM1 inh	HIF-2a block	Shn3 inh set2	TWEAK-Fn14 inh
CCCC1(c2ccccc2)NC(=O)N(CC(=O)NCc2ccc(OC)cc2)C1=O (stereo not given)	-0.2	-66	6	8	-9	0	-0.9	-8	7	-76	8
CC1CCCC(C)N1CCCNC(=O)c1cc2c(=O)n(C)c3ccccc3c2n1C (stereo not given)	0.0	-19	6	-19	0	0	-0.6	4	-1	-11	-16
COc1cc(NC(=O)COC(=O)CC2CC3CCC2C3)cc(OC)c1 (stereo not given)	-0.2	10	-12	17	26	nt	-1.7	-10	7	-27	14
O=C(CSc1nc(-c2ccc(F)cc2)cc(C(F)(F)F)n1)Nc1ccc2c(c1)OCO2	0.4	-1	-6	-4	0	-5	-1.2	-10	3	47	-21
COc1ccc(N2CCN(S(=O)(=O)c3ccc(C(=O)NC4CCCC4)cc3)CC2)cc1	0.4	27	-15	4	1	0	-0.4	-2	3	-6	-6
O=C(NCCCl)Nc1cccc(Br)c1	0.2	11	5	-28	6	-1	-0.9	9	6	3	9
COc1cccc(OCCSc2nnc3sc4ccccc4n23)c1	0.1	-140	-6	-30	14	-2	2.4	-51	-144	-5	-15
N#CCO/N=C(\c1ccccc1)c1ccncc1	-0.3	10	-5	0	-9	-2	-1.4	15	-8	-29	6
COc1cccc(N2CCN(c3ncnc4c3cnn4-c3ccc(C)cc3C)CC2)c1	-0.4	102*	-83*	43	80*	3	-1.3	68*	-122	91*	106*
COCCn1c(C)cc(C(=O)CN2C(=O)NC3(CCCCCCC3)C2=O)c1C	-0.2	-265	-8	-79	18	0	-0.4	-61	-212	-31	-9
CCOC(=O)c1sc2c(c1C)C(c1cccs1)C1=C(CCCC1=O)N2 (stereo not given)	0.3	-2	-23	-12	-1	2	1.1	-6	2	10	25
Fc1ccc(N2CCN(Cc3cnc(N4CCOCC4)s3)CC2)cc1	0.0	4	2	4	5	-1	0.2	3	19	-20	5
CCOC(=O)c1cn(-c2nc(-c3ccc(Cl)c(Cl)c3)cs2)c2c(F)c(N3CCOCC3)c(F)cc2c1=O	0.1	25	0	-17	4	1	1.5	12	12	77	2
O=C(Nc1ccc(S(=O)(=O)Nc2ncccn2)cc1)c1ccccc1NS(=O)(=O)c1ccc(Cl)cc1	-0.2	8	3	15	9	-1	-0.5	10	12	-14	10
COCCCNc1nc(SCc2ccccc2)nc2sc3c(c12)CCC3	-0.2	-89	-6	-137	19	-5	-1.6	-32	-218	2	-24
COc1ccccc1NC(=O)C(C)Sc1nc2ccccc2c(=O)n1CC1CCCO1 (stereo not given)	0.0	21	-4	-18	-2	5	-0.5	11	19	-2	15
CCOc1ccccc1N1CCN(C/C=C/c2ccc(N(C)C)cc2)CC1	-0.2	-20	-2	-11	-11	-1	1.8	-1	6	10	11
CC1(C(=O)NS(=O)(=O)c2ccccc2)CCN1C(=O)C1(c2ccc(Cl)cc2)CC1 (stereo not given)	0.3	-7	9	-15	-20	nt	0.5	nt	10	-14	8
Cc1c(C#N)c(NC(=O)c2ccccc2)n(Cc2ccccc2)c1C	0.2	23	5	0	-5	1	2.9	11	26	3	4
c1ccc(-c2cc3nccc(-c4ccccn4)n3n2)cc1	-0.1	-249	16	-167	-45	-1	-1.9	-122	-306	-74	-17
CCc1nnc(NC(=O)CSc2nnc3nc(C)cc(C)n23)s1	-0.1	19	0	-19	8	6	-0.7	-1	6	16	11
Cc1ccccc1NC(=O)Nc1nnc([C@@H]2C[C@H](O)[C@@H](CO)O2)s1	-0.5	-5	5	-3	-6	nt	7.9	nt	-13	-9	-1
CC(C)(C)C(=O)C(C(c1ccccc1)N1CCOCC1)N1CCOCC1 (stereo not given)	0.0	12	5	17	-5	nt	-0.4	-6	4	1	4
CCOC(=O)c1c(NC(=S)NC(=O)/C=C/c2cccs2)sc(C)c1C	-0.2	22	-7	-29	2	-3	1.5	0	15	0	20
O=C(NCCc1cnc[nH]1)Nc1cccc(C(F)(F)F)c1	0.2	18	6	27	-2	-1	1.1	-1	13	-3	-2
Cc1nn(C)cc1/C=N\NC(=O)c1ccc2c(c1)c(C)c(C)n2Cc1ccccc1	0.2	-5	7	-6	-1	1	-4.6	-10	-17	21	-17
CCOC(=O)C1(Cc2cccc(F)c2)CCN(C(=O)Cn2cnnn2)CC1	0.2	7	-6	-4	5	1	0.4	3	10	-8	14
O=C(NCC(c1ccco1)N1CCCC1)c1ccc(S(=O)(=O)Nc2ccccc2F)cc1 (stereo not given)	0.1	13	-19	-13	14	-1	1.7	5	14	10	20
O=[n+]1cc(-c2ccc(Cl)cc2)n([O-])c2c1CCCCC2	0.1	-132	0	22	-6	-2	-1.4	-1	-47	-22	0
Cc1cccc(N2CCN(C(=O)NCc3ccc(F)cc3)CC2)c1C	0.1	17	-2	28	9	-1	-0.7	-13	-14	21	-6
COc1ccc(NC(=O)c2ccc3ccccc3c2OC)cc1	0.0	-238	-10	-115	25	2	-0.1	-65	-335	-71	-25
O=C(NCc1ccccn1)C1CC(c2ccccc2Cl)=NO1 (stereo not given)	0.5	-1	10	12	10	2	1.3	-5	-4	-14	-27
CC(=O)N1CCc2cc(S(=O)(=O)CCC(=O)Nc3ccccc3F)ccc21	-0.1	11	11	4	-14	3	-0.1	1	13	-4	-3
O=C(Nc1ccc2nc3ccccc3nc2c1)c1ccc(Br)cc1	0.3	-73	0	-56	-5	4	-0.3	-16	-137	-21	-7
Cc1cccnc1CCNC(=O)CC1C(=O)NCCN1CC1CCCCC1 (stereo not given)	2.8	5	-9	35	-10	-1	3.8	6	9	-1	-7
O=C(O)c1ccc(S(=O)(=O)N(CCc2ccccc2)Cc2ccc(Cl)cc2)cc1	0.0	13	9	0	-14	-1	0.1	0	23	-4	-11
CC(C)CCN1CCC(C)(NC(=O)c2ccccc2)C1=O (stereo not given)	-0.1	2	-8	22	11	1	0.7	9	16	-11	6
O=[N+]([O-])c1ccccc1OCCN1CCCC1	0.0	-2	6	14	16	4	1.6	5	20	10	-5
CCNC(=S)NCc1ccco1	0.0	1	7	-17	-11	5	-1.2	13	-7	9	-3
CN(C(=O)c1cccc(NC(=O)Cc2ccc(NC(=O)C3CCN(C(=O)c4ccccc4)CC3)cc2)c1)C1CC1	-0.2	-1	25	-44	-2	nt	0.0	-8	-15	-31	-14
CCOC(=O)C1=C(CS(=O)(=O)c2ccccc2)NC(=O)NC1c1ccccc1OC (stereo not given)	0.0	14	1	4	0	1	-0.2	-4	6	3	-11
CC(=O)N1CCN(C2c3cccc4cccc(c34)C2NS(=O)(=O)c2ccccc2)CC1 (stereo not given)	0.1	17	-2	-6	-4	2	3.2	3	-2	-1	-2
O=C(CCNC(=O)c1ccccc1Cl)NCc1cccnc1	-0.1	-7	2	-17	-7	-2	-0.4	8	11	-5	-5
CCCCn1c(N)c(N(CC(C)C)C(=O)C2CCN(S(=O)(=O)c3ccc(C)cc3)CC2)c(=O)[nH]c1=O	-0.3	6	8	3	12	-1	-0.2	0	-5	-16	11
O=C(O)CCCC(=O)Nc1ccc(Sc2ccc([N+](=O)[O-])cc2)cc1	-0.2	13	-13	-8	-8	-1	1.4	1	17	-5	-3
C=CCn1c(Cc2ccccc2)n[nH]c1=S	-0.1	13	4	14	11	3	0.0	-4	18	5	-11
N#C/C(=C\c1ccccc1)C(=O)NCc1ccc(F)cc1	0.0	-5	-3	-9	18	3	-0.6	-8	12	4	0
COc1cc(NC(=O)Nc2cccc(C(C)=O)c2)cc(OC)c1OC	-0.1	-11	1	10	-24	1	-2.8	-5	7	-6	9
COC(=O)c1c(C)oc(C)c1S(=O)(=O)N1CCCC1	-0.1	6	7	25	-7	-1	-0.4	2	14	-1	-2
O=C(COc1cccc(NC(=O)c2ccco2)c1)c1ccccc1	-0.2	-87	-6	-35	4	0	0.1	-31	-78	-6	-5
O=C(CSCc1ccc(Cl)cc1)NCCSCc1ccco1	0.1	8	0	-11	-5	-1	-0.9	2	2	16	-25
O=C(NCSc1ccnc(SCNC(=O)c2ccc(F)cc2)n1)c1ccc(F)cc1	0.3	-1	-3	-27	0	1	-1.1	-1	5	15	9
Oc1ccc(-c2nc3ccccc3nc2-c2ccc(O)cc2O)c(O)c1	-0.3	27	13	-17	3	nt	-2.5	27	10	-16	30
